D3 ag: agonists of human D3 dopamine receptor | D3R DiscoveRx beta-arrestin cells, luminescence, 90 min | max activation, % | actives 0.58% (n = 410,000) | AID 652048; in the data active = max activation above about 30%; note: 0% is about no effect; mostly tested at two doses, the higher about 12 µM
Target sequence (P35462 whole entry, looked up): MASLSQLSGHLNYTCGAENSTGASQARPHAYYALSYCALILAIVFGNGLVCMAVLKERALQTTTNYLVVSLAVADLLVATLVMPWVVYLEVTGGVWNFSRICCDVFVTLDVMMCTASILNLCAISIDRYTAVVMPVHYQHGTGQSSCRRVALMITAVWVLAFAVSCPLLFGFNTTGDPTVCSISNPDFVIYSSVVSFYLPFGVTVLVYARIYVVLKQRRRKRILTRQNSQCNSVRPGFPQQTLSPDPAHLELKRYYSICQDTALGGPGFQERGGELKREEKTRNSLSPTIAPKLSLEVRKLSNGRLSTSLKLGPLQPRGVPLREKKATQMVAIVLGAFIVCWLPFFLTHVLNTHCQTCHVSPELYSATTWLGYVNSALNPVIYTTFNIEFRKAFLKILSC
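Agonist mode: compounds and dopamine controls were applied to plated cells for 90 min at 37 degrees C after an overnight attachment at 1500 cells/well. Luminescent read-out followed 30 - 60 minutes at room temperature with DiscoveRx detection reagent.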
TDP43 rescue: inhibitors of TDP-43 toxicity in yeast; AID 652104; actives 1.8% (n = 410,000); Potency, µM (series often up to 46.1 µM), without a hit: top-dose growth rescue (activation), usual class: activators; TDP-43 expressing yeast growth rescue, BacTiter-Glo, 24 h; note: potency is the fitted concentration of half-maximal effect; % of control where 0% means no effect; nearly all actives have a fitted effect of over 50% in size
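Growth rescue of TDP-43-toxic yeast measured as ATP luminescence (BacTiter-Glo). Cells grown to mid-log in raffinose, induced in galactose at OD600=0.02, exposed to compound 24 hr at 30 deg C.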
DRD3 antagonist: antagonists of human D3 dopamine receptor; P35462; D3R cells, DiscoveRx beta-arrestin luminescence, antagonist mode; active compounds read low; max response, negative = inhibition, %; actives 2.5% (n = 360,000); AID 652054; in the data active = max response below about -50%; inconclusive = no clear call, values can overlap the other calls; note: % is set by controls: 0 for no effect and ±100 for the full control effect; mostly tested at two doses, the higher about 12 µM
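Cells plated overnight at 1500 cells/well, then exposed to library compounds with dopamine controls for 90 minutes at 37 degrees C. DiscoveRx reagent added for 30–60 minutes at room temperature; luminescence read, quantitative HTS format.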
FUS yeast rescue: rescues growth of FUS-expressing yeast. S. cerevisiae FUS-expressing, growth rescue, OD600, 24 h. Potency, µM (doses to about 76.6 µM), for inactives: top-dose growth rescue (activation), hits mostly activators. actives 0.24% (n = 390,000). AID 1347120;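 note: potency is the fitted concentration of half-maximal effect; plate controls were DMSO vehicle for no effect and reference control for full effect; nearly all actives have a fitted effect of over 55% in size; some results filed as inactive show a strong effect at the top dose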
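Compound concentration series was pinned onto galactose-induced FUS-expressing yeast seeded at OD 0.005. Plates sat 24hr at 30C; absorbance at 600 nm gave growth. DMSO served as background control.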
Abeta yeast res: restores growth of yeast expressing A-beta42 peptide | yeast expressing A-beta42, growth rescue, OD600, 48 h; response scale: 0% DMSO, 100% iron-clioquinol control | Potency, µM (doses to about 46.1 µM), inactives show at the highest dose growth rescue, actives largely listed as activators | actives 0.063% (n = 410,000) | AID 1347071; note: potency is the fitted concentration of half-maximal effect; nearly all actives have a fitted effect of over 55% in size
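Growth rescue measured by 600 nm absorbance after 48 h yeast culture at 30 C with compound. Values normalized between DMSO and an equimolar ferric chloride plus clioquinol control.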
EPAC2 antagonist: antagonists of human EPAC2 | EPAC2 GEF exchange of Rap1B-BODIPY-GDP, fluorescence | actives 0.18% (n = 360,000) | Q8WZA2 | Potency, µM (titrated, usually from 114 µM), without a hit: at the top dose activity, negative = inhibition, usual class: inhibitors; note: potency is the fitted concentration of half-maximal effect; % is set by controls: 0 for no effect and ±100 for the full control effect; nearly all actives have a fitted effect of over 45% in size; many of its hits are not listed in these tables
aSyn rescue: inhibitors of alpha-synuclein toxicity in yeast | Yeast expressing alpha-synuclein, growth rescue, BacTiter-Glo, 24 h | Potency, µM (titrated, usually from 46.1 µM), inactives show at the highest dose growth rescue (activation), most hits filed as activators | actives 0.14% (n = 370,000); note: potency is the fitted concentration of half-maximal effect; % of control where 0% means no effect; nearly all actives have a fitted effect of over 65% in size
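Galactose-induced alpha-syn yeast (OD600=0.02, raffinose-pregrown) + pinned cpd, 24 hr, 30 deg C; growth by BacTiter-Glo luminescence. Growth restoration scores as activation.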
EPAC2 ag: agonists of human EPAC2 (RAPGEF4); Q8WZA2; EPAC2 activation, biochemical qHTS; response scale: 100% = 6.5 mM cAMP response; Potency, µM (highest dose often 154 µM), for the others: top-dose activation, actives largely listed as activators; actives 0.079% (n = 360,000); AID 720711; note: potency is the fitted concentration of half-maximal effect; nearly all actives have a fitted effect of over 50% in size
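Compounds were titrated in qHTS against a Rap1B-BODIPY-GDP (250 nM) complex with EPAC2 (100 nM) and GDP (50 uM). BODIPY-GDP release tracked at 480/540 nm over 30 min at room temperature, normalized to 6.5 mM cAMP.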
* = called active by the depositor; ? = inconclusive; . = no result given; & = joins results of further samples; [ ] = remark or other dose. Unless noted, calls come from the whole dose curve; as a rule, active = well fitted curve in the direction sought with a large enough effect; inconclusive = small, poorly fitted or top-dose-only effect, or another doubt; inactive = no such curve, though single readings can be large; an effect the other way counts as inactive or inconclusive.

1	Cc1cc(NC(=O)CCCC(=O)N(CC(=O)NCCc2ccccc2)Cc2ccc(F)cc2)no1
2	CC(C)(C)C1CCc2nc(NC(=O)COc3ccccc3[N+](=O)[O-])sc2C1 (stereo not given)
3	Cc1ccc(Cl)cc1-n1nnc(-c2nc(-c3ccc4c(c3)OCO4)no2)c1C
4	COc1cccc(-n2c(=O)c3sc4ccccc4c3n(CC(=O)Nc3ccccc3C)c2=O)c1
5	O=C(NCc1ccco1)c1ccc(OCC2CCCO2)cc1 (stereo not given)
6	Cc1ccc(C)c(NC(=O)CCn2nc(C)c3c(C)n(-c4ccccc4)nc3c2=O)c1
7	Nn1c(Cc2cccc3ccccc23)nnc1SCC(=O)NCC1CCCO1 (stereo not given)
8	O=C(COC(=O)Cc1ccc2c(c1)OCCO2)Nc1ccc(S(=O)(=O)N2CCCC2)cc1
9	CCOC(=O)c1c(C)n(C)c2ccc(O)c(S(=O)(=O)c3ccccc3)c12
10	Cc1ccc(CNC(=O)COC(=O)Cc2ccc(-c3ccccc3)cc2)cc1
assay / entry	1	2	3	4	5	6	7	8	9	10
D3 ag	6	29	-16	-8	0	-17	-3	6	-6	5
TDP43 rescue	-12%	0%	-10%	0%	4%	-13%	3%	3%	-13%	4%
DRD3 antagonist	7	.	.	.	-3	.	18	0	-17	2
FUS yeast rescue	23%	-2%	-17%	-6%	7%	-13%	-1%	-28%	18%	.
Abeta yeast res	-6%	-18%	-11%	0%	-3%	-19%	5%	-16%	2%	-3%
EPAC2 antagonist	-2%	.	.	.	5%	.	6%	-2%	-6%	-2%
aSyn rescue	12%	.	.	.	.	.	-5%	2%	-1%	9%
EPAC2 ag	2%	.	.	.	3%	.	-6%	11%	15%	8%

11	COC(=O)c1ccc(C(=O)OC)c(NC(=S)N2CCN(c3cc(Cl)ccc3C)CC2)c1
12	O=C(/C=C/c1ccc(S(=O)(=O)N2CCOCC2)cc1)NC(=S)Nc1ccc(Cl)cc1Cl
13	COc1ccc(C(=O)N/N=C/c2ccc(SC)cc2)cc1
14	Cn1nc(C(=O)NCCOc2ccccc2)c2ccccc2c1=O
15	Cc1ccc(C)c(CNC(=O)CCn2cccn2)c1
16	Cc1cccc(-c2onc3ccc(C(=O)/C=C/N(C)C)cc23)c1
17	CCOC(=O)C1CCCN(C2CC(=O)N(c3ccc(C)c(C)c3)C2=O)C1 (stereo not given)
18	CCC(=O)Nc1c(C(=O)N2CCN(c3ccccn3)CC2)cnn1-c1ccc(C)cc1
19	CCCC(C(=O)NCc1ccccc1)N(C(=O)Cn1nnc(-c2cccs2)n1)c1ccc2c(c1)OCCO2 (stereo not given)
20	O=C(Nc1ccc(F)c(Cl)c1)c1csc([C@@H]2C[C@H](O)[C@@H](CO)O2)n1
assay / entry	11	12	13	14	15	16	17	18	19	20
D3 ag	-19	-8	-3	6	-9	-10	5	-4	-2	0
TDP43 rescue	-4%	10%	12%	?	-1%	-92%[inhibitor]	?	18%	4%	14%
DRD3 antagonist	-4	-3	11	3	.	9	4	40	-7	3
FUS yeast rescue	.	16%	-2%	-1%	-12%	-6%	4%	.	-5%	-36%
Abeta yeast res	-12%	3%	15%	2%	-6%	-86%[inhibitor]	-78%[inhibitor]	1%	11%	-13%
EPAC2 antagonist	14%	-3%	13%	-3%	.	-11%	-4%	18%	-6%	1%
aSyn rescue	2%	3%	-17%	4%	.	-64%[inhibitor]	-43%[inhibitor]	0%	-4%	0%
EPAC2 ag	15%	6%	10%	-6%	.	5%	1%	3%	-1%	3%

21	CC1(C)CCCN(Cc2c(O)ccc3c(=O)c(-c4nc5ccccc5s4)c(N)oc23)C1
22	CCOC(=O)c1c(SCC(=O)Nc2nccs2)nc(C)c(C)c1C
23	CCN1C(=O)[C@H]2[C@@H](c3ccc(-c4ccc(C(C)=O)cc4)cc3)N[C@@](Cc3ccccc3)(C(=O)OC)[C@H]2C1=O
24	COCCNS(=O)(=O)c1ccc(C)c(C)c1C
25	CN(C)c1ccc2c(c1)Sc1cc(N(C)C)ccc1N2C(=O)c1ccccc1
26	Cc1ccc(OCCN2CCC2(C)C(=O)NCc2cccc3ccccc23)cc1 (stereo not given)
27	COc1cc(C)nc(N2CCC(C(=O)NC3CCCCC3)CC2)n1
28	C=CCSc1nnc(C)n1-c1ccc(Cl)cc1
29	COc1ccc(C(=O)Nc2ccc3c(c2)CCCN3S(=O)(=O)c2ccc(C)cc2)c(OC)c1
30	COc1ccc(Cl)cc1N(C(C)C(=O)O)S(C)(=O)=O (stereo not given)
assay / entry	21	22	23	24	25	26	27	28	29	30
D3 ag	4	6	-4	0	-9	2	4	-4	7	2
TDP43 rescue	-5%	8%	-5%	-4%	14%	-8%	-4%	-6%	0%[9.22 µM]	-9%
DRD3 antagonist	-10	2	-13	-4	-16	8	16	42	.	-6
FUS yeast rescue	32%	.	26%	2%	?	13%	5%	-10%	?	-2%
Abeta yeast res	-10%	6%	3%	-3%	-36%[inhibitor]	-8%	1%	12%	-1%	6%
EPAC2 antagonist	12%	5%	1%	4%	-3%	-41%	10%	0%	.	9%
aSyn rescue	8%	-2%	13%	-2%	26%	7%	-1%	0%	.	0%
EPAC2 ag	-16%	-6%	-2%	3%	7%	-5%	-12%	6%	.	11%

31	Cc1cc(C)nc(N/N=C/C(Cl)=C/c2ccccc2)n1
32	COC(=O)c1[nH]c2ccc(C)cc2c1NC(=O)Nc1ccccc1OC
33	CCOC(=O)Cc1csc(NC(=O)CC)n1
34	C[C@@H]1CN([C@@H](C)CO)C(=O)CCCn2nncc2CO[C@@H]1CN(C)C(=O)C1CCCCC1
35	O=C(CS(=O)(=O)Cc1ccccc1)Nc1nc2c(s1)CCCC2
36	c1ccc(Cc2noc(CN3CCCN(C4Cc5ccccc5C4)CC3)n2)cc1
37	COc1ccccc1N1CCN(C(=O)CSc2nnc(NC(=O)C3CC3)s2)CC1
38	CCOC(=O)c1c(C)nc2sc3c(=O)n(-c4ccc(OC)cc4)cnc3c2c1-c1ccc(OC)cc1
39	O=C(NC1CCCCCCC1)c1c(O)c2ccccc2[nH]c1=O
40	O=C1NN(c2ccccc2)C(=O)C2C1C1C=CC2C12CC2 (stereo not given)
assay / entry	31	32	33	34	35	36	37	38	39	40
D3 ag	4	-19	0	3	-2	-10	-2	4	9	-3
TDP43 rescue	25%	1%	-7%	0%	-12%	.	0%	12%	-30%[inhibitor]	-25%
DRD3 antagonist	9	-21	0	0	-16	48	-4	4	-4	-23
FUS yeast rescue	14%	0%	-24%	-29%	12%	17%	?	-10%	-23%	.
Abeta yeast res	17%	-8%	7%	-4%	-1%	9%	8%	3%	-1%	10%
EPAC2 antagonist	1%	6%	-1%	2%	3%	0%	5%	-5%	-1%	-13%
aSyn rescue	1%	6%	-9%	-1%	19%	-1%	-3%	5%	4%	-4%
EPAC2 ag	-4%	-7%	7%	4%	4%	4%	-3%	-1%	-1%	-10%

41	CCn1c(-c2ccco2)n[nH]c1=S
42	O=C(NC1CCCCCC1)C1CCN(C(=O)N2CCOc3ccc(Cl)cc32)CC1
43	O=c1c2ccccc2nc(SCc2cccc(F)c2)n1C1CCCC1
44	CC(C)(C)n1nnnc1C(c1cccs1)N(Cc1cccnc1)Cc1ccccc1Cl (stereo not given)
45	Cc1cc(NC(=O)c2ccoc2C)ccc1Br
46	COc1c2occc2c(OC)c2c(=O)cc(C)oc12
47	CC(C)Oc1ccc(CN2CCC2(C)C(=O)NCc2cccc3ccccc23)cc1 (stereo not given)
48	COc1cccc(-c2cc(C(F)(F)F)nc(-n3cccn3)n2)c1
49	O=C1NC(N2CCOCC2)=N/C1=C/c1ccc2c(c1)OCO2
50	CCOC(=O)C1CCCN(C(=O)c2ccc(-n3ccc4ccccc43)s2)C1 (stereo not given)
51	CN1CCN(C(CNS(=O)(=O)c2ccc(Cl)cc2)c2cccnc2)CC1 (stereo not given)
assay / entry	41	42	43	44	45	46	47	48	49	50	51
D3 ag	1	-7	20	-8	4	10&11	2	4	-4	-3	-3
TDP43 rescue	2%	8%	0%	29%	11µM*	9%	17%	?	-17%	9%	5%
DRD3 antagonist	-20	.	7	-58*	-13	15	24	29	-14	.	3
FUS yeast rescue	-23%	25%	.	?	-20%	-31%	-6%	25%	20%	40%	26%
Abeta yeast res	27%	2%	-3%	-10%	-43%[inhibitor]	-14%	8%	9%	1%	9%	8%
EPAC2 antagonist	3%	.	-2%	-1%	-25%	-16%	-18%	4%	-4%	.	-5%
aSyn rescue	2%	.	7%	-3%	-38%[inhibitor]	-1%	6%	6%	-8%	.	1%
EPAC2 ag	1%	.	-1%	5%	14%	3%	5%	-2%	15%	.	4%

From PubChem BioAssay

Some of the compounds tested, so the mix of outcomes need not match the whole.
